# Source: PubChem BioAssay (several laboratories)
# E coli Lon inh – E. coli protease La inhibition; inhibition, % at 7.94 µM; purified E. coli Lon protease, fluorescence polarization; 0.42% of 360,000 active; P0A9M0; in the data active = inhibition above about 13%, passing the limit was not always enough;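 note: 0% = enzyme with probe and DMSO and 100% = no enzyme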
# MsrA inhibitor – inhibitors of bovine MsrA; purified bovine MsrA, absorbance read-out; inhibition, % at 15.5 µM; 0.75% of 360,000 active; in the data active = inhibition above about 4.5%;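 note: 0% = vehicle wells with enzyme and 100% = reference inhibitor wells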
# STEP block – STEP (human) phosphatase inhibition | inhibition, % at 20 µM | P54829 | 0.25% of 360,000 active | recombinant STEP, OMFP fluorogenic substrate, fluorescence;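 active = inhibition at 20 µM, scaled per plate between control wells, above about 37%, limit read from the data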;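 note: 0% = DMSO with enzyme and substrate and 100% = substrate only without enzyme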
#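 Material: STEP (striatal-enriched tyrosine phosphatase) enzyme, cell-free | Medium: 50 mM Bis-Tris pH 6.0 with 2.5 mM DTT and 0.005% Tween 20 | Read-out: Percent inhibition scaled to no-enzyme and uninhibited-enzyme controls, plate-pattern corrected | Signal: Fluorescence read at 480 nm ex / 540 nm em | Times: 20 min reaction, room temperature, in the dark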
# CendR NRP1 mod – NRP-1/CendR interaction modulation. FAM-RPARPAR peptide binding to NRP-1, fluorescence polarization. inhibition, % at 25 µM. O14786. 0.85% of 360,000 active;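 active = inhibition or corrected inhibition above about 18%, plus a signal ratio from 0.5 to 1.5, limit read from the data, passing the limit was not always enough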; note: strong numbers were not always called active
# bovine MsrA act – activates bovine MsrA enzyme. purified bovine MsrA, absorbance read-out. activation, % at 10.6 µM. 0.3% of 360,000 active. AID 602163; in the data active = activation above about 7.5%;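 note: 0% = vehicle and 100% = reference activator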
# DNMT1 block – inhibitors of human DNMT1 | P26358 | DNMT1 molecular beacon, Hinp1I cleavage, fluorescence | inhibition (reported as % activation of signal), % at 10 µM | 0.83% of 360,000 active; in the data active = inhibition above about 50%
# SUMO1-SIM PPI – modulators of human SUMO1-mediated protein-protein interactions; SUMO1 binding to a labelled peptide, TR-FRET, 1 h; inhibition, % at 20 µM; 0.33% of 360,000 active; in the data active = inhibition above about 37%
# Target sequence (P63165 whole entry, looked up): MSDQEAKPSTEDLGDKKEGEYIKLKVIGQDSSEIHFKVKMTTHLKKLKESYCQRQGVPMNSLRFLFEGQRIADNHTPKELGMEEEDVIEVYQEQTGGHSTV
# Scp-1 inhibitor – blocks human Scp-1 phosphatase activity; inhibition, % at 20 µM; Recombinant Scp1, phosphopeptide, malachite green phosphate absorbance; AID 493091; Q9GZU7; 0.88% of 340,000 active;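 active = inhibition above about 50% at 20 µM, limit read from the data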;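 note: plate controls were DMSO wells with enzyme for no effect and wells lacking enzyme for full effect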
# Target sequence (Q9GZU7 76-261 limits assumed): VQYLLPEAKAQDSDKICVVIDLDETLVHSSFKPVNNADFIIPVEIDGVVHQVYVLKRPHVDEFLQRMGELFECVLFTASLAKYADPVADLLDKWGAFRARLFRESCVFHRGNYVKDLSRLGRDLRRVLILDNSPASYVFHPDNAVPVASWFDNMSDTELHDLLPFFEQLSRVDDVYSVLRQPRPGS
#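 Assay system: SCP-1 catalytic fragment, aa 76-261 | Buffer or medium: Tris acetate buffer pH 5.5 with MgCl2 and Tween-20 | Compound: One concentration, 20 µM, with 1.0% DMSO | Also added: Phospho 17-mer peptide substrate | Signal: Absorbance at 630 nm | Incubation: 45 min enzyme reaction at room temperature | Measure: % inhibition of SCP-1 phosphate liberation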
# Tb MetRS inh – Trypanosoma brucei MetRS inhibition. purified T. brucei MetRS, ATP depletion, Kinase-Glo luminescence. inhibition, % at 11.9 µM. 0.4% of 360,000 active. AID 624268;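 active = inhibition above a per-plate cutoff of the control wells' mean inhibition plus 3 SD, cut at about 5.5% in these data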;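 note: 0% = DMSO wells median and 100% = median of wells with control inhibitor compound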
#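 Dosing: 11.9 µM compound single dose, 0.9% DMSO; Assay system: purified T. brucei MetRS enzyme; Measured by: Kinase-Glo luciferase luminescence reporting remaining unconsumed ATP; Schedule: 15 min plus 2 h at 25 °C.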
# LMPTP block – blocks human LMPTP phosphatase | P24666 | recombinant LMPTP-A, OMFP fluorogenic substrate, fluorescence intensity | inhibition, % at 20 µM | 0.22% of 360,000 active;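 active = compounds that cut the enzyme signal by at least half of the control window in the single-dose screen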;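 note: plate controls were DMSO wells with enzyme plus substrate for no effect and substrate without enzyme for full effect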
# Target sequence (P24666 whole entry, looked up): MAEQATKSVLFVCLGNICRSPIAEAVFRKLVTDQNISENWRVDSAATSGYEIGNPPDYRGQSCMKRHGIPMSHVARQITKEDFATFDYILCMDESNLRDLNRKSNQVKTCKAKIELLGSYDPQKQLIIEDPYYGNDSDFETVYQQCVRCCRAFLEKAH
#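 Test system – LMPTP-A phosphatase enzyme · Quantity – 0.625 nM LMPTP-A final · Reagent – OMFP substrate, 400 µM final · Dosing – one test concentration per compound, 20 µM, with 3% DMSO overall · Timing – 50 min enzyme reaction at room temperature, protected from light · Detection – fluorescence intensity · Controls – substrate-only low control, DMSO enzyme-plus-substrate high control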
# * marks the source's active call; other numbers are inactive results; . = no result given. An unsorted share of the library; any-hit rate near 4.3%.
SMILES,E coli Lon inh,MsrA inhibitor,STEP block,CendR NRP1 mod,bovine MsrA act,DNMT1 block,SUMO1-SIM PPI,Scp-1 inhibitor,Tb MetRS inh,LMPTP block
CCCCN1C(=O)C(=Nc2cccc3cnccc23)c2ccccc21,-8,1.8,2,8,-5,-7,-14,3,-0.5,-1.3
CC(C)CNCC1OCc2ccccc2CO1,-4,-1.4,9,-12,-3,3,-9,-2,-0.1,-1.6
Cc1ccc(C(=O)O/N=C/c2c(Cl)n(C)c3ccccc23)cc1,-13,-1.3,-3,2,0,2,2,-11,-1.5,2.5
COC(=O)c1ccc(Cn2nc(C(F)(F)F)cc2C)cc1,-8,-0.3,-2,8,-7,-2,-1,-9,-1.0,0.3
CC1CCCN(C(C(=O)Nc2ccc(C(C)C)cc2)c2ccc3c(c2)OCO3)C1 (stereo not drawn),-10,0.6,-1,-5,-1,4,6,44,-0.4,0.9
CC(C)NC(=O)Nc1ccc2c(c1)C(=O)N([C@H](C)CO)C[C@H](C)[C@@H](CN(C)S(=O)(=O)c1cccs1)O2,-7,-0.2,0,25*,-3,3,2,4,0.0,-0.8
CCCCN(CCCC)Cc1cc(=O)oc2cc(OC)ccc12,-5,1.4,0,-1,-7,16,-5,.,-1.5,0.1
Cc1ccc(S(=O)(=O)N2CCOCCOCCOCCOCCOCC2)cc1,1,0.2,-2,9,0,0,0,-4,-0.8,-0.3
OCCNc1nc(-c2ccccc2)c2cc(Br)ccc2n1,-3,0.1,1,-1,-2,1,-13,0,-0.4,0.6
COc1ccc(NC(=O)CN(C)C(=O)c2ccc(COc3ccccc3)o2)cc1,-6,0.2,-3,0,-5,2,1,-6,-0.3,-0.6
COc1cc(OC)c(C(=O)NNC(=O)c2ccccc2-n2cccc2)cc1OC,-16,0.1,-2,-2,-9,8,5,1,-0.6,0.2
Cc1cc(C(=O)N2CCCC2)n[nH]1,1,-0.6,-1,4,-3,3,10,1,-0.1,-0.9
NC(=S)N=Nc1ccc(O)cc1,-10,0.1,10,5,1,-3,-43,4,-0.2,1.9
CC(=O)O[C@@H](C[C@@H](C)C1=C2C[C@H](O)C3[C@@]4(C)CCC(=O)C(C)(C)C4CC[C@]3(C)[C@@]2(C)CC1)[C@H]1OC1(C)C (stereo partly drawn),-6,-0.8,-2,-1,1,-18,8,-17,0.0,1.7
O=C1[C@H](Cc2ccccc2)NCC=CC[C@@H](c2ccc(Cl)cc2)N1Cc1ccccc1,-14,-0.7,4,7,-4,-10,-1,7,0.2,0.2
CCCn1c(=O)n(C)c(=O)c2c(SCC(=O)Nc3cc(C)on3)nc(C(C)(C)C)nc21,-6,0.2,-1,3,-5,4,5,-2,-0.2,1.3
O=C(C[n+]1cc(Br)cc(Br)c1)c1cccc([N+](=O)[O-])c1,-1,-0.6,-1,1,-1,-8,-14,-1,-0.7,0.6
COc1cc(C(=O)ON=C2C=C(C)C(=O)C(C)=C2)cc(OC)c1OC,-10,0.3,2,-3,-4,4,-22,-4,1.0,-0.1
CC1CCCN(C(=O)CCCn2c(=S)[nH]c3ccccc3c2=O)C1 (stereo not drawn),0,1.3,0,-11,2,-2,2,-10,0.2,2.7
COc1ccc(NC(=S)NCc2cccs2)cc1,-3,-0.3,0,-11,0,8,3,-1,0.0,-0.6
CCCOc1ccc(C(F)(F)F)cc1NC(=O)c1cc(C)on1,-8,0.0,-1,0,-10,-1,1,-2,-0.4,0.6
Cc1cccc2nc(-c3cccnc3)c(Nc3ccccc3)n12,-4,3.9,2,-4,-2,3,1,-10,-0.5,2.6
Cc1noc(C)c1CN1C(=O)c2cccc([N+](=O)[O-])c2C1=O,0,-0.2,-3,15,0,-2,-30,8,0.1,-1.0
CCOC(=O)N1CCC(NC(=O)CCCC(=O)O)CC1,5,-1.4,0,-3,1,6,-1,-5,-0.1,-1.6
COc1ccccc1NC(=O)N(C1CCCC1)C1CCN(C(C)=O)CC1,-7,-0.1,-3,-5,1,1,2,-10,-0.3,-1.9
Cc1cc(C)n(CC(=O)c2ccccc2)c(=O)c1C#N,-11,0.4,-1,11,-3,8,-1,-1,0.3,0.8
Cc1cccc(C(=O)Nc2cccc(C(=O)Nc3cc(C)ccn3)c2)c1,-6,.,-1,16,-3,1,7,-9,0.3,0.3
CCOC(=O)c1ccc(NC(=O)CSc2nnnn2CCCO)cc1,-3,0.1,0,1,-2,0,0,-7,0.2,0.1
Cc1oc(-c2ccccc2F)nc1CN1CCC(C(=O)NC2CC2)CC1,-6,-0.3,3,-12,-4,-2,1,-9,-0.2,-1.8
Cc1nc2sc(C(=O)Nc3ccccc3Cc3ccccc3)c(C)c2c(=O)[nH]1,1,0.5,2,-4,-3,8,-9,-2,0.1,2.4
Cc1ccc(NC(=O)Nc2nnc(-c3ccccc3F)s2)cc1,3,-0.3,-1,-2,-1,56*,1,-9,-0.3,0.2
CN(C)C(CNC(=O)c1ccc(C(F)(F)F)cc1)c1ccco1 (stereo not drawn),-7,1.0,-2,5,-7,0,6,-4,-0.6,-3.0
CC(C)C[C@H](NC(=O)CCCn1nnc2ccccc2c1=O)C(=O)O,3,-1.0,10,-6,-2,1,1,-1,-0.2,0.5
CC(C)[C@H](N)c1nnc(SCc2ccc(Cl)cc2)o1,-11,-0.1,1,-26,-2,-1,1,-7,0.2,-1.9
O=C(c1ccc(Br)cc1)c1cc([N+](=O)[O-])ccc1N1CCCCC1,8,1.0,0,0,-5,1,-5,-12,-0.3,4.4
O=C(NNC(=S)Nc1ccccc1C(F)(F)F)c1cccnc1,-11,0.2,-2,6,0,-1,0,-6,-0.5,-0.3
Cc1cccc(-c2nc(CN3CCCC(C(=O)NC4CCCCCC4)C3)c(C)o2)c1 (stereo not drawn),4,0.1,1,-1,-8,-9,-4,0,-0.8,0.8
Cc1cc(SCC(=O)N2CCC(c3noc4ccc(F)cc34)CC2)nc2ccccc12,-11,-0.9,2,-5,-2,-5,-32,9,-0.7,6.8
CN(C)c1nc(N(C)C)nc(N2CCCCC2)n1,-8,0.1,-1,-8,-7,2,5,-7,-0.7,-2.3
O=C(O)c1cccc(Nc2nc(-c3cc4ccccc4oc3=O)cs2)c1,-11,1.6,0,-32,-6,-2,9,-14,-0.4,1.5

# 13 structures from above, arranged by molar mass, lowest first:
SMILES,E coli Lon inh,MsrA inhibitor,STEP block,CendR NRP1 mod,bovine MsrA act,DNMT1 block,SUMO1-SIM PPI,Scp-1 inhibitor,Tb MetRS inh,LMPTP block
Cc1cc(C(=O)N2CCCC2)n[nH]1,1,-0.6,-1,4,-3,3,10,1,-0.1,-0.9
NC(=S)N=Nc1ccc(O)cc1,-10,0.1,10,5,1,-3,-43,4,-0.2,1.9
CC(C)CNCC1OCc2ccccc2CO1,-4,-1.4,9,-12,-3,3,-9,-2,-0.1,-1.6
CN(C)c1nc(N(C)C)nc(N2CCCCC2)n1,-8,0.1,-1,-8,-7,2,5,-7,-0.7,-2.3
Cc1cc(C)n(CC(=O)c2ccccc2)c(=O)c1C#N,-11,0.4,-1,11,-3,8,-1,-1,0.3,0.8
COc1ccc(NC(=S)NCc2cccs2)cc1,-3,-0.3,0,-11,0,8,3,-1,0.0,-0.6
CC(C)[C@H](N)c1nnc(SCc2ccc(Cl)cc2)o1,-11,-0.1,1,-26,-2,-1,1,-7,0.2,-1.9
Cc1ccc(C(=O)O/N=C/c2c(Cl)n(C)c3ccccc23)cc1,-13,-1.3,-3,2,0,2,2,-11,-1.5,2.5
CC(C)C[C@H](NC(=O)CCCn1nnc2ccccc2c1=O)C(=O)O,3,-1.0,10,-6,-2,1,1,-1,-0.2,0.5
COc1ccccc1NC(=O)N(C1CCCC1)C1CCN(C(C)=O)CC1,-7,-0.1,-3,-5,1,1,2,-10,-0.3,-1.9
CCOC(=O)c1ccc(NC(=O)CSc2nnnn2CCCO)cc1,-3,0.1,0,1,-2,0,0,-7,0.2,0.1
Cc1cc(SCC(=O)N2CCC(c3noc4ccc(F)cc34)CC2)nc2ccccc12,-11,-0.9,2,-5,-2,-5,-32,9,-0.7,6.8
CC(C)NC(=O)Nc1ccc2c(c1)C(=O)N([C@H](C)CO)C[C@H](C)[C@@H](CN(C)S(=O)(=O)c1cccs1)O2,-7,-0.2,0,25*,-3,3,2,4,0.0,-0.8

# Remaining list, next part:
SMILES,E coli Lon inh,MsrA inhibitor,STEP block,CendR NRP1 mod,bovine MsrA act,DNMT1 block,SUMO1-SIM PPI,Scp-1 inhibitor,Tb MetRS inh,LMPTP block
CC(=O)Nc1cnc(-c2cccc(C(=O)N3CCOCC3)c2)cn1,3,1.4,-3,-1,-3,1,3,.,-0.2,-2.4
CCNC(=O)c1cc2c(c(-c3cccc(-c4cncnc4)c3)n1)[C@H](CCO)N(C(C)=O)C2,-4,-0.7,.,-7,-3,.,1,.,-0.6,0.0
COc1ccc(/C(C)=C2/SC(=S)N(CCC(=O)O)C2=O)cc1,-6,2.2,5,0,-4,-6,-20,0,1.6,-1.4
O=C(NCCc1nc(-c2ccccc2)cs1)c1ccc(Br)cc1,0,1.4,0,2,-5,-6,-2,7,3.1,-0.9
COc1cc(/C=C2/SC(=S)N(Cc3ccccc3)C2=O)ccc1O,-108,1.6,0,-206,-8,-12,-16,-5,-1.0,3.6
COc1ccc(-c2coc3cc4oc(=O)c(CC(=O)O)c(C)c4cc23)cc1,-2,1.1,3,8,-2,0,11,-4,-0.6,-1.6
COc1ccc2[nH]c(=O)c(CN(C(=O)NC3CCCCC3)C3CCCCC3)cc2c1,-3,0.4,-1,-4,-4,-2,6,10,7.0*,-0.3
COc1ccc([N+](=O)[O-])cc1NC(=O)c1ccc(C)o1,0,3.2,-4,2,-5,3,-14,-10,0.2,-3.2
